14-3-3g Raf = modulators of 14-3-3 gamma protein binding, primary screen, biochemical, fluorescence polarization; FP, 14-3-3gamma / TMR-pS259-Raf peptide binding; 160,000 tested, 0.19% active; inhibition, % at 40 µM; 14-3-3 protein gamma (Homo sapiens), P61981; in the data active means inhibition above about 30%;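 further: 0% = protein plus tracer without compound and 100% = blank with tracer alone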
Target sequence (P61981 whole entry, looked up): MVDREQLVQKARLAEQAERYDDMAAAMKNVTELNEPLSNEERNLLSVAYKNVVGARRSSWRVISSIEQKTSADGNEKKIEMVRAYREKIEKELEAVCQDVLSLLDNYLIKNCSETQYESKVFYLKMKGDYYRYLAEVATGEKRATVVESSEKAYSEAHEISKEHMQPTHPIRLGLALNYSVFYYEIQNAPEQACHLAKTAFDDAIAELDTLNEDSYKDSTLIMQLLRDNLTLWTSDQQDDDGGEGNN
Numbers without * were called inactive; & = joins results of further samples.

SMILES | 14-3-3g Raf
CC(C)C(=O)c1cn(CC(=O)NCC2CCCO2)c2ccccc12 (configuration not stated) | 1
CC1CC(N(C(=O)c2cccc(Br)c2)c2ccccc2)c2ccccc2N1 (configuration not stated) | 2
O=C(Nc1ccc(-c2nc3ccccc3o2)c(O)c1)c1ccco1 | -46
O=C1c2ccccc2-c2onc3c(N4CCCC4)cc(Nc4cccc(F)c4)c1c23 | -131
Cc1ccc(C(=O)Nc2ccccc2F)cc1 | -5
O=C1NC(O)(C(F)(F)F)C(=O)NC1Cc1ccccc1 (configuration not stated) | -5
COc1ccc(NC(=O)c2cccc3c2C(=O)N(C2CCCCC2)C3)cc1OC | -7
c1cc(CSc2nnc(-c3ccc4c(c3)OCO4)o2)ccn1 | -5
COc1ccc(C(=O)N[C@H]2COC(C)(C)O[C@H]2c2ccccc2)cc1 | -2
CC(=O)N1c2ccccc2NC2=C(C(=O)CC(C)(C)C2)C1c1cccc([N+](=O)[O-])c1 (configuration not stated) | 2
CCOC(=O)c1c(NC(=O)CCC(=O)O)sc2c1CCC2 | -10
CC1=C(C(=O)OCCOc2ccccc2)C(c2cccc(Br)c2)C2=C(CC(c3ccccc3)CC2=O)N1 (configuration not stated) | -8
O=C(OCC(=O)N1CCCC1)c1ccccc1OCc1ccccc1 | -3
N#C/C(=C\C1CC=CCC1)c1nc2ccccc2[nH]1 (configuration not stated) | -10
CC1(C)CC(=O)C2=C(C1)NC(SCC(=O)Nc1ccccc1)=C(C#N)C2c1ccco1 (configuration not stated) | 2
CC(C)c1ccc(C(=O)CC2(O)C(=O)N(C(C)C)c3ccccc32)cc1 (configuration not stated) | -2
Cc1ccc(Cc2c(C)nc3nc(SCC(=O)N(C)c4ccccc4)nn3c2C)cc1 | 3
Cc1oc(CC(C)C)cc1C(=O)Nc1cccc2ccccc12 | -6
CCCc1ccc(OCC(=O)Nc2nccs2)cc1 | -1
CSc1nnc2c(n1)OC(c1ccc3c(c1)OCO3)Nc1ccccc1-2 (configuration not stated) | 6
Nc1cc(N2CCOCC2)c2nonc2c1[N+](=O)[O-] | -15
CCOC(=O)c1cc2c(=O)n3ccccc3nc2n(CCCOC)c1=NC(=O)c1ccccc1 | -8
COc1cccc(C(=O)Oc2c(Sc3ccccc3[N+](=O)[O-])c(C)nn2-c2ccccc2)c1OC | 2
CCOC(=O)c1c(N2C(=O)C3ON(c4ccc(Cl)cc4)C(c4ccc([N+](=O)[O-])cc4)C3C2=O)sc(C)c1C (configuration not stated) | 2
CC(=O)Nc1ccc2oc(C)nc2c1 | -11
SMILES | 14-3-3g Raf
CCC(=O)N1CCN(CCN=CC2=C(O)CC(C)(C)CC2=O)CC1 | 1
Cc1nn(C)c(-c2n[nH]c(=S)n2Cc2ccccc2)c1Cl | 4
COc1ccc(-c2nc(-c3cccnc3)no2)cc1 | -4
CCOC(=O)CSc1ccc(S(=O)(=O)N2CCOCC2)cc1[N+](=O)[O-] | -5
CC(C)(C)c1nnc(NC(=O)c2ccccc2O)s1 | -5
CCOC(=O)c1cc(C)n(-c2c(C)n(C)n(-c3ccccc3)c2=O)c1C | 1&3
O=C1C(Nc2ccccc2)=CC(c2ccc(Cl)cc2)N1c1ccccc1 (configuration not stated) | -3
Brc1ccc(-c2nnc(-c3ccccc3Br)o2)cc1 | -6
C#Cc1cccc(N2C(=O)c3ccccc3C2=O)c1 | -7
O=C(O)c1ccc(CNC(=O)C2CCCN(S(=O)(=O)c3cccc4nsnc34)C2)cc1 (configuration not stated) | -10
COC(=O)c1ccccc1NC(=O)NC1CCN(Cc2ccccc2)CC1 | -3
CCn1c2ccc(C)cc2c2nc(C)sc21 | -6
COc1cc2c(cc1OC)C(COc1ccc3c(C)cc(=O)oc3c1)N(C(=O)c1cc(C)cc(C)c1)CC2 (configuration not stated) | -5
CC1CC(C)CN(C(=O)c2coc(=O)c3ccccc23)C1 (configuration not stated) | -1
Cc1ccc(NC(=O)c2cc(S(=O)(=O)N3CCCc4ccccc43)ccc2F)cc1F | -1
CC(C)(C)C1CCc2c(sc3[nH]c(=S)[nH]c(=O)c23)C1 (configuration not stated) | 8
CCc1cccc(C)c1-n1nnnc1C(C)(C)Nc1cccc(C)c1 | 21
Cc1ccc(C(=O)Oc2csc(=S)n2C(=O)c2ccc(C)cc2)cc1 | -12
CCOC(=O)Cc1nnc(NC(=O)CSC2=NCCS2)s1 | -14
COc1ccccc1Nc1nc(C2(C)CC3(CC(C)(C)OC3=O)C(=O)O2)cs1 (configuration not stated) | 1
CC1CN(C=O)c2cc(Br)ccc2NC1=O (configuration not stated) | -1
Cc1cccc(N(Cc2nnc3n2CCCCC3)C(=O)Nc2ccccc2)c1 | -4
O=C(Cn1nnc2ccccc2c1=O)NC1CCCc2ccccc21 (configuration not stated) | -3
NC(=O)CCNCC1(c2ccccc2)CCCC1 | 1
O=C(Nc1ccccc1C(F)(F)F)C1COc2ccccc2O1 (configuration not stated) | 3

As a working copy, some entries already given:
SMILES | 14-3-3g Raf
CC(C)(C)c1nnc(NC(=O)c2ccccc2O)s1 | -5
CCOC(=O)c1cc(C)n(-c2c(C)n(C)n(-c3ccccc3)c2=O)c1C | 1&3
O=C1C(Nc2ccccc2)=CC(c2ccc(Cl)cc2)N1c1ccccc1 (configuration not stated) | -3
Brc1ccc(-c2nnc(-c3ccccc3Br)o2)cc1 | -6
C#Cc1cccc(N2C(=O)c3ccccc3C2=O)c1 | -7
O=C(O)c1ccc(CNC(=O)C2CCCN(S(=O)(=O)c3cccc4nsnc34)C2)cc1 (configuration not stated) | -10
COC(=O)c1ccccc1NC(=O)NC1CCN(Cc2ccccc2)CC1 | -3
CCn1c2ccc(C)cc2c2nc(C)sc21 | -6
COc1cc2c(cc1OC)C(COc1ccc3c(C)cc(=O)oc3c1)N(C(=O)c1cc(C)cc(C)c1)CC2 (configuration not stated) | -5
CC1CC(C)CN(C(=O)c2coc(=O)c3ccccc23)C1 (configuration not stated) | -1
Cc1ccc(NC(=O)c2cc(S(=O)(=O)N3CCCc4ccccc43)ccc2F)cc1F | -1
CC(C)(C)C1CCc2c(sc3[nH]c(=S)[nH]c(=O)c23)C1 (configuration not stated) | 8
CCc1cccc(C)c1-n1nnnc1C(C)(C)Nc1cccc(C)c1 | 21
Cc1ccc(C(=O)Oc2csc(=S)n2C(=O)c2ccc(C)cc2)cc1 | -12
CCOC(=O)Cc1nnc(NC(=O)CSC2=NCCS2)s1 | -14
COc1ccccc1Nc1nc(C2(C)CC3(CC(C)(C)OC3=O)C(=O)O2)cs1 (configuration not stated) | 1
CC1CN(C=O)c2cc(Br)ccc2NC1=O (configuration not stated) | -1
Cc1cccc(N(Cc2nnc3n2CCCCC3)C(=O)Nc2ccccc2)c1 | -4
O=C(Cn1nnc2ccccc2c1=O)NC1CCCc2ccccc21 (configuration not stated) | -3
NC(=O)CCNCC1(c2ccccc2)CCCC1 | 1
O=C(Nc1ccccc1C(F)(F)F)C1COc2ccccc2O1 (configuration not stated) | 3

Continued:
SMILES | 14-3-3g Raf
Nc1nnc(SCC(=O)c2cccc([N+](=O)[O-])c2)s1 | -13
CCn1ncc(C(=O)Nc2ccc(S(=O)(=O)Nc3onc(C)c3C)cc2)c1C | -3
COC(=O)C(NC(=O)c1ccccc1)(Nc1ccc(OC(F)(F)Cl)cc1)C(F)(F)F (configuration not stated) | -1
CN(c1ccc(C(=O)NCc2ccncc2)cc1)S(C)(=O)=O | 2
COCc1cc(=O)[nH]c(/N=C(/N)Nc2ccc(OC)cc2)n1 | -10
Cn1cccc1C(=O)NS(=O)(=O)c1ccccc1Cl | -13&-1
Oc1ccc(-c2nc3ncccn3c2Nc2ccc3c(c2)OCCO3)cc1 | -2&3
Cc1noc(C)c1S(=O)(=O)N1CCc2ccccc21 | 5
O=C1C(=O)N(CC(O)CN2C(=O)C(=O)c3ccccc32)c2ccccc21 | -7
CC1=C(C(=O)Nc2cc(C(F)(F)F)ccc2Cl)C(c2ccc(C)cc2)C2=C(CC(C)(C)CC2=O)N1 (configuration not stated) | 3
COC(=O)c1c(-c2cccs2)csc1NC(=O)CN1CCOCC1 | -1
O=C(CN1CCN(CC(=O)Nc2ccccc2F)CC1)Nc1ccccc1F | 0
COc1ccc(NC(=O)CSc2c[nH]c3ccccc23)c(OC)c1 | -7
Cc1ccnc(NS(=O)(=O)c2ccc(Cl)s2)c1 | -22
CC1Cc2ccccc2N1C(=O)CSc1nnc(-c2ccc(S(=O)(=O)N3CCCC3)cc2)o1 (configuration not stated) | 1
COc1ccccc1-c1nnc(SCC(=O)Nc2nccs2)o1 | -4
Cc1ccc(C)c(OCC(=O)n2nc(C)cc2C)c1 | 5
O=S(=O)(NCc1cn2ccccc2n1)c1cc(F)ccc1F | -4
CCc1c(C)nc(SCc2cccc(C)c2)c(C#N)c1C | 2
C=CCN1C(=O)C(=O)c2cccc(C)c21 | -12
Cc1cc(C)c2c(N)c(C(=O)Nc3ccccc3)sc2n1 | -6
Cc1nc(C)c(-c2csc(NCc3ccccc3)n2)s1 | 3
CCC(C)NC(=O)c1ccc2c(c1)N(Cc1ccccc1C)C(=O)CS2 (configuration not stated) | -3
COc1ccc(/C(O)=C2\C(=O)C(=O)N(CCCN(C)C)C2c2cccnc2)cc1 (configuration not stated) | 2
Cc1ccc(-c2csc(NC(=O)COc3c(C)ccc(C)c3C)n2)cc1 | 11
SMILES | 14-3-3g Raf
CCCC1Cc2c(sc3ncnc(N)c23)CO1 (configuration not stated) | -16
COc1ccc(C(=O)NCCn2ccc3ccccc32)c(OC)c1 | -6&4
C=CCn1c(SCC(=O)Nc2cc(C)ccc2C)nnc1-c1cnccn1 | -9
CC(C)(C)c1nnc(NC(=O)c2cccc([N+](=O)[O-])c2)s1 | -3
Cc1ccc(S(=O)(=O)Nc2ccc3c(c2)OCCOCCOCCOCCOCCO3)cc1 | -11
COc1ccc(O)c(C=Nc2cc(C)on2)c1 | -2
COc1ccc(C2C(C(=O)NCc3ccco3)CCC(=O)N2c2ccc(OC)cc2)cc1 (configuration not stated) | 0&5
Cc1ccc(S(=O)(=O)CCc2nnc(NC(=O)c3ccc(C(C)(C)C)cc3)s2)cc1 | -6
CC1(C)CC(=O)C2=C(C1)Nc1nc(SCc3ccccc3)nn1C2c1cccnc1 (configuration not stated) | -4
CCOC(=O)c1ccc(NS(=O)(=O)c2cc(-c3nnnn3CC)ccc2OC)cc1 | -3
Cc1ccccc1C(=O)Nc1c(-c2cccs2)nc2ccccn12 | -22
Cc1c(C(=O)N(C)Cc2ccccc2)sc2ncn(CC(=O)Nc3cccc(C(F)(F)F)c3)c(=O)c12 | 3
O=C(Nc1nnc(CCc2ccccc2)s1)c1ccco1 | -3
Cc1cc(S(=O)(=O)Nc2ccc3oc4c(c3c2)C(=O)CC(C)(C)C4)ccc1Cl | -3
CN1CCN(CCCCC(=O)c2ccccc2)CC1 | -3
CCCCCc1nnc2n1N=C(c1ccc(F)cc1)CS2 | -3
NC(=O)c1ccc(NC(=O)CSc2ccccn2)cc1 | -8
CCc1c(C)nc2cc(-c3ccc(OC)cc3)[nH]n2c1=O | -6
Cc1cc(OCC(=O)N2CCOCC2)ccc1NC(=O)C1CCCCC1 | -1
CCSCCOC(=O)C1=C(C)NC2=C(C(=O)CC(c3cccs3)C2)C1c1cccc(F)c1 (configuration not stated) | 2
COc1ccc(C2CC(=O)C3=C(C2)Nc2ccccc2NC3c2coc3ccc(C)cc3c2=O)cc1 (configuration not stated) | 6
Cc1ccc(OC(=O)c2cccc(S(=O)(=O)N3CCOCC3)c2)cc1C | -5
O=C1C2=C(C(c3ccccc3)=NCCN2)C(c2cccc([N+](=O)[O-])c2)N1c1ccccc1 (configuration not stated) | -2
Cc1ccc2cccc(S(=O)(=O)Nc3c(C)n(C)n(-c4ccccc4)c3=O)c2n1 | -4
Cc1nc2cc(CO)ccc2s1 | 2
SMILES | 14-3-3g Raf
CCOc1ccccc1NC(=O)C1CCCN(S(=O)(=O)c2cccc3nsnc23)C1 (configuration not stated) | -5&-2
Cc1ccc(C)c(-c2nnc(OCC(=O)Nc3cc(C)on3)c3ccccc23)c1 | 0
COC(=O)CCC1Nc2c3cc(OC)c(OC)cc3nc(=S)n2C1=O (configuration not stated) | -13
CCOc1ccc(NC(=O)c2c(NC(=O)c3ccncc3)sc3c2CCCCC3)cc1 | -40
Cn1c(=O)c(C(=O)Nc2nccs2)c(O)c2ccccc21 | -7
Cc1cccc(N2CCN(C(=O)c3cc(-c4ccncc4)nc4ccccc34)CC2C)c1 (configuration not stated) | -10
Cc1cc2c(=O)n(CC(=O)NCC(=O)O)cnc2s1 | -2
CCOc1ccccc1-c1nc(-c2ccc(NC(=O)Cc3ccccc3OC)cc2)no1 | -5
COc1cc2c(cc1OC)-c1nnc(-c3ccc(Cl)cc3)n1C(C)(C)C2 | -1
CC(C)CCNc1ncnc2c1sc1nc3c(cc12)COC(C)(C)C3 | 2
COc1cc(NC(=O)c2cccs2)c(OC)cc1Br | -81
O=C(CCS(=O)(=O)c1cccc2nsnc12)NCc1cccnc1 | -6
CC(=O)c1c(C)oc2ccc(NS(=O)(=O)c3ccc(C(C)(C)C)cc3)cc12 | 10
CC1CC(N(C(=O)c2ccco2)c2ccccc2)c2ccccc2N1C(=O)c1ccco1 (configuration not stated) | -15
COCCCNC(=O)CCc1nc2cccnc2n1Cc1ccc(OC)cc1 | -7
Clc1ccc(C2=CC(c3ccc(Br)cc3)n3ncnc3N2)cc1 (configuration not stated) | -9
Cc1n[nH]c(C)c1S(=O)(=O)N1CCCC(C(=O)Nc2cccc(C(F)(F)F)c2)C1 (configuration not stated) | -2
CCC(=O)N1CCc2cc(Br)cc(S(=O)(=O)CCC(=O)NCC3CCCO3)c21 (configuration not stated) | 0&-3
Cc1noc(NS(=O)(=O)c2ccc(NC(=O)C(F)(F)F)cc2)c1C | -5
Nc1cccc(-c2nnc(-c3ccco3)o2)c1 | -6
CCOC(=O)c1ccc(NC(=O)c2c(NC(=O)c3ccccc3F)sc3c2CCC(C)C3)cc1 (configuration not stated) | -34
CC1CCC(NC(=O)C2(C)CCC(=O)N2Cc2ccc3c(c2)OCO3)CC1 (configuration not stated) | -2
Cc1ccn(C(=O)c2ccc(NC(=O)C3CCCCC3)cc2)n1 | -2
CCN(C(=O)Cc1cccs1)c1nnc(-c2cc(OC)c(OC)c(OC)c2)s1 | 1

A portion of the library; the hit share may differ from the screen's.
